Screening results from PubChem BioAssay.
ALOX12 inh – ALOX12 (human) lipoxygenase inhibition | purified 12hLO, xylenol orange hydroperoxide absorbance | P18054 | Potency, µM (series often up to 108 µM), inactives show at the top dose activity change, negative = inhibition, hits mostly inhibitors | actives 1.1% (n = 580,000); active = well fitted inhibition curve with a large enough effect; inconclusive = small, poorly fitted or top-dose-only effect, or another doubt; inactive = no such curve, though single readings can be large or run the other way
Target sequence (P18054 whole entry, looked up): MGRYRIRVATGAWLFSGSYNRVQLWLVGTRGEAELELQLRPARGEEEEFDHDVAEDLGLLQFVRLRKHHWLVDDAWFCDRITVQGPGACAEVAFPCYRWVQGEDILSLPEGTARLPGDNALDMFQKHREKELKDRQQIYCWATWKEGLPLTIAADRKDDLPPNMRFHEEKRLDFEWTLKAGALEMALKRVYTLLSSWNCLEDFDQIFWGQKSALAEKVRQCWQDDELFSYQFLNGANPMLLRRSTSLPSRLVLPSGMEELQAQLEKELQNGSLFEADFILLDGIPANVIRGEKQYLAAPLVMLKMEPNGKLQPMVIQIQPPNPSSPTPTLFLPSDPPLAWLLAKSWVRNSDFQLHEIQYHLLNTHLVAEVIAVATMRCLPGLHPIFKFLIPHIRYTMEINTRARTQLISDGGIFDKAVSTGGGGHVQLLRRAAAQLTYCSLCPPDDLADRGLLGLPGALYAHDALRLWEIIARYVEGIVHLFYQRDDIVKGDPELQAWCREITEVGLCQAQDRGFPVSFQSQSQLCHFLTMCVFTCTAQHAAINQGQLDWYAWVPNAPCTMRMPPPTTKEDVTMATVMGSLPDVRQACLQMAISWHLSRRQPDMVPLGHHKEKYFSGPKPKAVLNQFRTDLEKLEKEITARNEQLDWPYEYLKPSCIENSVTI
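Purified human 12hLO (150 nM final) in 25 mM Hepes, 0.01% Triton X-100, pH 7.0 was preincubated 15 min at room temperature with compound. Then 40 uM arachidonic acid was added, 30 min. Hydroperoxide was read by Fe-XO absorbance ratio 573/405 nm.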
An asterisk follows results filed as active; ? = inconclusive; [ ] = remark or other dose. % is set by controls: 0 for no effect and ±100 for the full control effect; potency is the fitted concentration of half-maximal effect. These rows are one share of the data; rates above refer to the full screens.

Structure	ALOX12 inh
COc1ccc(C(C)NC(=O)c2noc(-c3ccc[nH]c3=O)n2)cc1OC (stereo not given)	-10%
Cc1cnc2c(S(=O)(=O)N3CCN(CC(C)C)CC3)cccc2c1	0%
N#Cc1nc(-c2ccco2)oc1N1CCN(C(=O)c2ccc(Cl)cc2)CC1	-1%
COCC(=O)N1CCC2(CC1)OC(=O)N(Cc1cccc(OC)c1)C2(C)c1cccnc1 (stereo not given)	70%[activator][176 µM]
COCCNC(=O)[C@H]1C[C@H](Oc2ccccc2)CN1C(=O)c1ccccc1OC	30%[activator]
O=Cc1ccc(OCc2ccc(Br)cc2)c(Cl)c1	-11%
O=C(O)c1ccc2c(c1)c(C(C(=O)O)N1CCN(Cc3cccnc3)CC1)cn2Cc1ccccc1 (stereo not given)	?
O=C1CCCN1CC1CCN(C(=O)c2ccc(N3CC[C@H](O)C3)nc2)CC1	85%[activator]
O=C1NN=C(c2ccccn2)C12CCN([S+](=O)([O-])c1cccc(C(F)(F)F)c1)CC2	46%[activator]
O=C(NCc1cnn(-c2ccccc2)c1)C1CCN(S(=O)(=O)c2ccc(F)cc2)CC1	?
CC1CCc2c(-c3cccc(O)c3)nc3ccc4ccccc4c3c2C1 (stereo not given)	?
COc1cccc(C(=O)N2CCOC[C@H](Oc3ccccc3)C2)c1	13%[176 µM]
COC(=O)[C@@H]1CCCN1C(=O)c1c(OC)cc(=O)n2c1CCN(Cc1cc(OC)ccc1F)CC2	-7%
COCCN1CCC(N2CCN(C(=O)c3ccccc3Br)CC2)C1=O (stereo not given)	12%
CC[C@@]1(O)C[C@H](O[C@H]2C[C@H](N(C)C)[C@H](O[C@H]3C[C@H](O)[C@H](O[C@H]4CCC(=O)[C@H](C)O4)[C@H](C)O3)[C@H](C)O2)c2c(cc3c(c2O)C(=O)c2c(O)cccc2C3=O)[C@@H]1C(=O)OC	?
Cc1cnc(C2CCN(C(=O)C3CCCC3)C2)n1Cc1ccccc1 (stereo not given)	23%
Cc1cc(C(=O)NC2CCNCC2)c2c(C3CCNC3)noc2n1 (stereo not given)	-1%[6.33 µM]
CC(=O)c1ccc(OCc2ccc3c(c2)OCO3)cc1	-26%
CCOc1ccc(NC(=O)c2cc(=O)c3cc(C)ccc3o2)cc1OC	?
Cc1cccc(OCC(=O)Nc2ccc(-c3nnc4n3CCCC4)cc2)c1	20%
Cc1[nH]nc2c1C(c1ccc(F)cc1)C1=C(COC1=O)N2 (stereo not given)	-14%
O=C(CCC1CCCCC1)N(c1ccc(Br)cc1)C1C=CS(=O)(=O)C1 (stereo not given)	-23%
CC(=O)Nc1cccc(NC(=O)Cn2cc(C(C)=O)c3ccccc32)c1	17%
COc1ccc(-n2nc3n(c2=O)CCN(Cc2cccn2C)C3)cc1	3%[6.33 µM]
COc1cc(OC)cc(C(=O)N(CC#N)C2CC2)c1	4%

Other results.
Structure	ALOX12 inh
O=C1CCC[C@H]2[C@@H](Cc3ccccc3)[C@@H](NS(=O)(=O)c3ccc(Cl)cc3)CC[C@]23CCCN13	?
CCN(C(=O)C1CC1)C1CCCCC1	20%
CCc1nc(SCC(=O)Nc2cccc(OC)c2)c2c3c(sc2n1)COC(C)(C)C3	?
O=C(Cc1cccs1)N1CC[C@H]2COC(=O)N2c2cc(F)ccc2C1	-21%[176 µM]
Cc1oc(-c2ccccc2Cl)cc1C(=O)Nc1nccs1	-8%
Cc1ccc(CNC(=O)N2CCN(C(=O)N3CC4CC(C3)[C@H]3CCCC(=O)N3C4)CC2)cc1 (stereo not given in full)	45%[activator]
Cc1ccc(-n2cc(CN3CCC(CO)(Cc4ccccc4)CC3)cn2)cc1	-18%
CCCCc1ccc(-n2nnc(C(=O)NC3CCS(=O)(=O)C3)c2C)cc1 (stereo not given)	-6%
COC(=O)C[C@H]1CC[C@@H](NS(=O)(=O)c2ccc(C)cc2)[C@@H](CO)O1	-8%
COc1ccc(C(=O)N2CCCC(Cc3nc(C4CCOCC4)no3)C2)cc1 (stereo not given)	38%
Cc1ccc2nc(N3CCOCC3)nc(-c3ccccc3)c2c1	0%
COCCOCC1(CNC(=O)c2nc3ccccc3[nH]2)C[C@@H](O)[C@@H](O)C1 (stereo not given in full)	3%[176 µM]
C=CCN(C)C(=O)C[C@@H]1c2nc(NC(=O)c3ccc(OC)cc3)sc2C[C@@H]2[C@](C)(CO)[C@H](O)CC[C@]21C	?
CCOc1ccccc1CN1CCC2(CCN(C(=O)C3CC3)CC2)Oc2ccccc21	?
C=CCN(C)C(=O)[C@@H](C)C1CC[C@@]2(C)Cc3sc(CSc4ccccc4)nc3[C@@H](C)[C@@H]2[C@H]1O (stereo not given in full)	?
O=C(O)c1c(Sc2ccccc2)c2cc(Cl)ccc2n1Cc1ccc(Cl)cc1	?
COc1cccc(C(=O)NCc2cc(=O)n3nc(-c4cccc(C)c4)sc3n2)c1	-8%
O=C(C1CCN(S(=O)(=O)N2CCOCC2)CC1)N1CCc2nc3cc[nH]n3c(=O)c2C1	-5%
O=C(Nc1nn[nH]n1)c1ccc(Cl)c(S(=O)(=O)N2CCOCC2)c1	?
COc1ccc(-c2nn3c(CN4CCOCC4)nnc3s2)c(OC)c1	?
O=C(NCCc1ccc(Cl)cc1)c1nc(-c2cc(Cl)cc(Cl)c2)c2ccccn12	13%
Cc1ccc(Cl)cc1NC(=O)CC1SCCNC1=O (stereo not given)	-4%
Cc1ccc(C(=O)N2CCC(c3nc4c(nnn4Cc4ccc5c(c4)OCO5)c(=O)[nH]3)CC2)cc1	?
CC(=O)c1ccccc1NC(=O)Cn1cnc2cc(Cl)ccc2c1=O	?
CCC(CNc1nc(CCN)nc2ccccc12)N(C)CC (stereo not given)	30%

Further records.
Structure	ALOX12 inh
O=C(CN1CC2CC(C1)[C@H]1CCCC(=O)N1C2)NC1CCN(Cc2ccccc2)CC1 (stereo not given in full)	30%
O=C(Cc1ccsc1)N1CCC(c2nc(C3CCOCC3)no2)C1 (stereo not given)	44%[activator]
COc1ccc(CNC(=O)c2cc3cn(C(C)C)cc3s2)cc1	9%
NS(=O)(=O)c1ccc(N/N=C/c2sc(Nc3ccccc3)nc2Cl)c([N+](=O)[O-])c1	4%
O=C(Cn1ccc2c(Br)cccc21)N1CCCC1	?
CCCCN(C)c1nnc(NC(=O)Nc2cc(Cl)c(OC)cc2OC)s1	-20%
CC1=C(Cc2cc3ccc(=O)oc3cc2O)CC(C)(C)CC1	6.3µM*
C[C@H](C(=O)NCCN1CCOCC1)C1CC[C@@]2(C)Cc3sc(CSc4ccccc4)nc3[C@@H](C)[C@@H]2[C@H]1O (stereo not given in full)	13%
CC[C@H]1CN(C(=O)Nc2cccc(C(F)(F)F)c2)CC[C@H]1CC(=O)N1CCOCC1	34%[176 µM]
O=C(Cc1n[nH]c(=O)c2ccccc12)NC1CCCc2c1[nH]c1ccccc21 (stereo not given)	45µM*
Cc1ccsc1C(=O)NCCn1c(C)cnc1C1CCC1	15%
COC(=O)[C@]12C[C@H](CC(=O)N3CCCC3)C(=O)N(Cc3ccccc3)C1=C[C@H](C1CCCC1)O[C@@H]2C	5%
COc1cccc(-c2nc(/C=C(/CCC(=O)O)c3nc4ccccc4s3)cs2)c1	25%
Cc1cc(C)c2oc(C(=O)N(Cc3ccccc3)Cc3ccco3)cc(=O)c2c1	-25%
CC(NC(=O)CSc1ccc2ccccc2c1)c1ccc2c(c1)OCCO2 (stereo not given)	?
O=C(c1ccccc1F)N1CCn2c(nn(-c3ccc(C(F)(F)F)cc3)c2=O)C1	1%[6.33 µM]
CN(Cc1cccnc1)Cc1nc(C2(O)CCN(Cc3ccccc3C(F)(F)F)CC2)cs1	38%[activator]
O=C1NCCCCCCN(C(=O)c2cc(CN3CCOCC3)on2)[C@H]2CCCC[C@@H]12	29%
O=C(CC1CCCC1)N1CCCC(c2noc(COc3ccccc3F)n2)C1 (stereo not given)	14%
COCCN(Cc1nccs1)C(=O)c1cnc(-c2ccccn2)[nH]c1=O	128%[activator]
COc1ccc([C@H]2C[C@@H](O)[C@@H](O)[C@@H]2NC(=O)c2ccccc2OC)cc1	24%[176 µM]
O=CNc1ccc(O)cc1	11%
CN(C(=O)Nc1ccccc1C(F)(F)F)C1CCCCC1	10%
Cc1cc(C)cc(N2CCC(N3CCC(CCC(=O)NC4CC4)CC3)CC2)c1	2%
Cc1ccccc1-n1nc(-c2c(C)nc3scc(CC(=O)NC(C)C)n3c2=O)cc1C	15%

(further entries)
Structure	ALOX12 inh
CCOC(=O)c1oc2cc(OC(=O)c3ccc(OC)cc3)ccc2c(=O)c1-c1ccc(OC)cc1	0%
N#Cc1c(N)nc2c(c1-c1ccc(Cl)cc1Cl)CCCC2	-5%
Cc1ccc(C)c(C(=O)c2sc(Nc3ccccc3)nc2N)c1	-9%
COc1cccc(C(=O)NCC2Cc3cccc(-c4nc(C)cnc4C)c3O2)c1OC (stereo not given)	33%[activator]
CC(=O)Nc1cccc(NC(=O)c2cc3ccccc3n2C)c1	4%
O=S(=O)(NC1CCN(c2ncccn2)CC1)N1CCCCCC1	25%
O=C(c1ccc(Cl)cc1)N1CCOCC2(C1)CN([S+](=O)([O-])c1ccccc1)C2	-16%[176 µM]
CN1CCC(Cn2ccc3c(N4CCOCC4)nc(-c4cccc5[nH]ncc45)cc32)CC1	3%[176 µM]
O=C(CCC1CCCC1)Nc1cc(C(F)(F)F)ccc1Cl	-5%
Cc1noc2c(N3CC[S+](=O)([O-])CC3)cc(-c3cccnc3)nc12	3%[176 µM]
O=C(Nc1cccc(Nc2ncc(Br)c(NCCc3cnc[nH]3)n2)c1)N1CCCC1	-9%[57.4 µM]
Cc1ccc(C(=O)NC(C)(C)CO)cc1	-21%
CCn1ccnc1CN1CCCC12CCN(c1ccc(C(F)(F)F)cn1)CC2	44%[activator]
NC(=O)c1cc(Cl)ccc1OCc1cccc(C(F)(F)F)c1	25%
Cn1cnc(S(=O)(=O)N2CC(N(C3CCOCC3)S(C)(=O)=O)C2)c1	23%
Cc1cc(OCC(=O)Nc2ccc3c(c2)OCCO3)c2c(C)cc(=O)oc2c1	42%
O=C(Nc1ccc(Cl)cc1Cl)c1c[nH]c2cccnc12	31%[activator]
Cc1nc2cc(NC(C)C(=O)Nc3ccccc3F)ccc2o1 (stereo not given)	-8%
O=C(NCc1ccc2nonc2c1)[C@@]12CNC[C@@H]1CN(C1CCCC1)C2	1%
CCc1c(C)sc(NC(=O)c2ccccc2F)c1C#N	?
CC(Cc1ccccc1)(NC(=O)CN)c1ccccc1 (stereo not given)	212%[activator]
Cc1ccc(CNC(=O)C2CCN(C(=O)c3csc(Nc4ccc(C)cc4)n3)CC2)cc1	?
Cc1c(-c2ccccc2)c(=O)oc2cc(OS(C)(=O)=O)ccc12	?
O=C(NCc1ccccc1)C1CCC(=O)N1C1CCNCC1 (stereo not given)	20%
COc1cccc(CNC(=O)Nc2cccn3nc(C)nc23)c1	20%

No new results follow: 2 of the compounds above.
Structure	ALOX12 inh
CCOC(=O)c1oc2cc(OC(=O)c3ccc(OC)cc3)ccc2c(=O)c1-c1ccc(OC)cc1	0%
N#Cc1c(N)nc2c(c1-c1ccc(Cl)cc1Cl)CCCC2	-5%

The listing continues.
Structure	ALOX12 inh
CCCC(C)NC(=O)CN(c1ccccc1)S(=O)(=O)N(C)C (stereo not given)	35%
C/C(=N/O)c1ccc2c(c1)CCC(=O)N2	?
CN1C[C@@H](NS(=O)(=O)c2ccc(C#N)cc2)C[C@H]1c1nc(-c2cccnc2)no1	36%[activator][176 µM]
COCC(=O)NC1CCN(C(=O)N2CC3CC(C2)[C@H]2CCCC(=O)N2C3)CC1 (stereo not given in full)	51%[activator]
Cc1cc(=O)oc2cc(OCC(=O)NCc3ccccn3)c(Cl)cc12	-25%
Cc1onc(-c2cnn(C)c2NCc2ccccc2)c1C(=O)N1CCN(CCO)CC1	26%[176 µM]
Cc1ccc(-c2cn[nH]c2C2CCCN(C(=O)c3[nH]ncc3Cl)C2)cc1 (stereo not given)	18%
Cc1ccc(Cl)cc1N1CCN(C(=O)c2ccc(Cn3cncn3)cc2)CC1	5%
CN(C)C(=O)c1ccc(OC2CCN(C(=O)c3ccccc3)CC2)nc1	?
CC(C)(C)c1cc(CCC#N)cc(C(C)(C)C)c1O	-18%
Cc1cccc(Oc2coc3cc(OCc4ccc(F)cc4)ccc3c2=O)c1	4%
Cc1cc(CN2CCN(Cc3nc(C(C)C)no3)CC2)no1	-3%
Cc1ccc2nc(C(=O)N[C@H]3COC[C@H]3Cc3cc(C)no3)cn2c1	9%
CNC(=O)N1CCC(C2CCN(S(=O)(=O)c3cc(F)ccc3C)C2)CC1 (stereo not given)	7%
Fc1cccc(CSc2nnc(-c3ccccc3F)n2C2CC2)c1	?

Fetched by compound from the entries so far:
Structure	ALOX12 inh
CC(C)(C)c1cc(CCC#N)cc(C(C)(C)C)c1O	-18%
Cc1onc(-c2cnn(C)c2NCc2ccccc2)c1C(=O)N1CCN(CCO)CC1	26%[176 µM]
C/C(=N/O)c1ccc2c(c1)CCC(=O)N2	?
Cc1ccc(Cl)cc1N1CCN(C(=O)c2ccc(Cn3cncn3)cc2)CC1	5%
Cc1cc(=O)oc2cc(OCC(=O)NCc3ccccn3)c(Cl)cc12	-25%
CN1C[C@@H](NS(=O)(=O)c2ccc(C#N)cc2)C[C@H]1c1nc(-c2cccnc2)no1	36%[activator][176 µM]
